Screening results: PubChem, National Center for Advancing Translational Sciences (NCATS)
Tau fibril FP: blocks human tau fibril formation measured by polarization; K18 P301L tau heparin fibrillization, Alexa594 FP, 6 h; Potency, µM (series often up to 57.7 µM), without a hit: at the top dose activity, negative = inhibition, most hits filed as inhibitors; 280,000 compounds, 0.39% hits; also: potency is read from the fitted curve at half-maximal effect; % is scaled to controls: 0 for no effect and ±100 for the full control effect; nearly all actives have a fitted effect of over 55% in size
Target sequence (P10636 561-689 P618L limits assumed): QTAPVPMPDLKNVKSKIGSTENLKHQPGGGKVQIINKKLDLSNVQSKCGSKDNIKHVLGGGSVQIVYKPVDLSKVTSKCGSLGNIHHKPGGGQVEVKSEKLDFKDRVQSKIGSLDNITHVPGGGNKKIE
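Quantitative HTS format: compounds meet 15 uM recombinant K18 P301L tau and Alexa 594-tau tracer in 100 mM sodium acetate pH 7; 20 uM heparin triggers fibrillization at 37 C over 6 hr; FP gives the signal.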
NPSR antag: neuropeptide S receptor (human) antagonism, cAMP; Q6W5P4; CHO-NPSR cells, cAMP TR-FRET, antagonist mode; Potency, µM (titrated, usually from 38.3 µM), without a hit: top-dose activity change, negative = inhibition, most hits filed as inhibitors; 220,000 compounds, 1% hits; also: potency is read from the fitted curve at half-maximal effect; % is scaled to controls: 0 for no effect and ±100 for the full control effect; nearly all actives have a fitted effect of over 50% in size; many of its hits are not listed in these tables
Target sequence (Q6W5P4 whole entry, looked up): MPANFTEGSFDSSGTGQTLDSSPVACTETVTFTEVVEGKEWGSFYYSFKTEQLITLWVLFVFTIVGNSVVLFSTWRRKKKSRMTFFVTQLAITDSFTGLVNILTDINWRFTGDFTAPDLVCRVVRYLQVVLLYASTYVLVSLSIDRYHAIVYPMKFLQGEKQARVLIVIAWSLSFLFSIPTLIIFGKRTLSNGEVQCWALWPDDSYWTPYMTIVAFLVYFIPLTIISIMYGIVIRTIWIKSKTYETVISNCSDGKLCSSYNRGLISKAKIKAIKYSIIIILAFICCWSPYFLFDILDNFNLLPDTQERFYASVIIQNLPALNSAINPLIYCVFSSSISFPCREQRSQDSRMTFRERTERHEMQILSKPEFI
TR SRC2 fluor cs: counter-screen for TRb-SRC2 inhibitors: fluorescence interference. TRb/SRC2 Texas Red total fluorescence interference. Potency, µM (highest dose often 106 µM), for inactives: top-dose fluorescence change, negative = quenching. 280,000 compounds, 0.29% hits; active = well fitted curve in either direction with a large enough effect; inconclusive = small, poorly fitted or top-dose-only effect; also: potency is read from the fitted curve at half-maximal effect; % is scaled to controls: 0 for no effect and ±100 for the full control effect
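Human TRβ ligand-binding domain (0.6 uM) and Texas Red SRC2 peptide (20 nM) in Tris buffer with 1 uM T3 and 5% DMSO were incubated with pinned compound for 5 hr at ambient temperature. Total fluorescence was computed as S + 2P (555/632 nm).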
aGal spleen mod: inhibitors or activators of human alpha-galactosidase in spleen homogenate. P06280. human spleen homogenate, 4MU-alpha-Gal fluorescence, 40 min. Potency, µM (highest dose often 80 µM), for the others: at the top dose activity change, negative = inhibition, hits mostly inhibitors. 240,000 compounds, 0.008% hits. AID 2107;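 also: potency is read from the fitted curve at half-maximal effect; 0% = enzyme with vehicle and -100% = no enzyme basal signal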
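qHTS titration in buffer at pH 5.0. Alpha-galactosidase activity in spleen homogenate was measured via 4-methylumbelliferone release from 1 mM fluorogenic substrate after 40 min at 37C and a pH 10 stop. AC50 came from Hill fits of control-normalized data.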
TRb-SRC2 inh: TRbeta-SRC2 interaction inhibition; TRbeta-SRC2 peptide binding, fluorescence polarization; receptor liganded with 1 µM T3; AID 1469; 280,000 compounds, 0.065% hits; P10828; Potency, µM (top dose mostly 106 µM), inactives show at the highest dose activity change, negative = inhibition, actives largely listed as inhibitors;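 also: potency is read from the fitted curve at half-maximal effect; plate controls were bound peptide for no effect and peptide without receptor for full effect; nearly all actives have a fitted effect of over 50% in size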
Target sequence (P10828 whole entry, looked up): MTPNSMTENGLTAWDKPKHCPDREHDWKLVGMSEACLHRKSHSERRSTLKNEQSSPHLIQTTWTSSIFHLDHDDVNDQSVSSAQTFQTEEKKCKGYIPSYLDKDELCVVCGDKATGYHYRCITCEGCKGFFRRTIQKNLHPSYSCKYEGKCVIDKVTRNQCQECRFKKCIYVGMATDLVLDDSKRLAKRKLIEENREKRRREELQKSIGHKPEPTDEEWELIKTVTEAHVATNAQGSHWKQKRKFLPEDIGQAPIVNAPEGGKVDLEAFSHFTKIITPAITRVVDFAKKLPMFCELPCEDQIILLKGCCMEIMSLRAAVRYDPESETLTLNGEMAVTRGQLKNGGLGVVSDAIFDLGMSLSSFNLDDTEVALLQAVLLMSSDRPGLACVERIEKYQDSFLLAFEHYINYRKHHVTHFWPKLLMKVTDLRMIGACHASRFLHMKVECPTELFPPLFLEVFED
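TRb LBD 0.6 uM + Texas Red SRC2 peptide 20 nM, 1 uM T3, Tris buffer w/ 5% DMSO; compound pinned, 5 h RT; FP read ex 555/em 632; normalized to unbound and bound controls.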
Epigenetic derep: derepresses silenced GFP reporter in murine cells; murine LDR cells, GFP reporter derepression, 30 h; 280,000 compounds, 0.2% hits; Potency, µM (highest dose often 53.9 µM), for inactives: top-dose GFP activation, actives largely listed as activators; AID 1865; also: potency is read from the fitted curve at half-maximal effect; % of control where 0% means no effect; nearly all actives have a fitted effect of over 60% in size
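In this reporter-derepression format, murine cells bearing a silenced integrated CMV-GFP locus incubate with test compound (30 h, 37 C), then are washed and imaged; fluorescent objects of 20–120 um count as induced cells.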
CBFb-RUNX1 inh: blocks binding between human CBF-beta and RUNX1; Potency, µM (titrated, usually from 59.8 µM), inactives show at the highest dose activity, negative = inhibition, most hits filed as inhibitors; Q01196+Q13951; AID 1477; AlphaScreen CBFb-His/RUNX1-biotin binding, biochemical; 230,000 tested, under 10 active; also: % of control where 0% means no effect
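CBF-beta (His) and RUNX1 (biotin), 30 nM each; 20 min preassociation; + compound, 15 min; + beads 50 ng each (Ni, streptavidin), 90 min; RT; AlphaScreen read.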
Tau fluor cs: counter-screen for tau fibril formation inhibitors; Potency, µM (series often up to 57.7 µM), for inactives: top-dose activity change, negative = decrease; 280,000 compounds, 0.93% hits; tau K18 P301L (four-repeat tau fragment) Alexa594 fluorescence, heparin fibrillization; also: potency is read from the fitted curve at half-maximal effect; % is scaled to controls: 0 for no effect and ±100 for the full control effect; nearly all actives have a fitted effect of over 55% in size
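Human K18 P301L tau (15 uM unlabeled plus 0.24 uM Alexa 594-labeled, final) in 100 mM sodium acetate pH 7 was mixed with compound and 20 uM heparin and incubated 6 hr at 37 C.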
The depositor's hits bear a star; ? = inconclusive; . = not tested or not shown; [ ] = another dose, or the depositor's remark. Unless noted, calls follow the shape of the dose curve; as a rule, active = well fitted curve in the direction sought with a large enough effect; inconclusive = small, poorly fitted or top-dose-only effect, or another doubt; inactive = no such curve, though single readings can be large; an effect the other way counts as inactive or inconclusive.

SMILES	Tau fibril FP	NPSR antag	TR SRC2 fluor cs	aGal spleen mod	TRb-SRC2 inh	Epigenetic derep	CBFb-RUNX1 inh	Tau fluor cs
COC(=O)CN(C#N)c1nc(NC(C)C)nc(NC(C)C)n1	2.2%	13.1%	-1.3%	-0.2%	-0.7%	-6.8%	-8.8%	3.3%
CCOC(=O)c1sc(N)c(C(=O)Nc2ccccc2OC)c1C	-5.1%	-23.7%	-3.8%	-2.2%	5.1%	-0.1%	-3.4%	-20.9%
COc1ccc(Oc2nnnn2-c2ccccc2)cc1	-3.5%	-8.9%[46.1 µM]	-2.3%	0.4%	-1.3%	2.4%	14.1%	-1.8%
Cc1ccc2c(c1)S/C(=C/c1ccc[n+](CCO)c1)N2C	-7.1%	-20.3%	-3.6%	-1.5%	-6.9%	3.4%	-0.6%	-3.4%
CC(C)CCn1nc(C(=O)Nc2nc3c(s2)CCCC3)c2ccccc2c1=O	7.7%	-56.9%	1.5%	1.0%	-6.0%	-1.1%	-7.7%	1.5%
COc1ccccc1N1CCN(C(c2cccs2)C(C)NC(=O)c2cccs2)CC1 (stereo unspecified)	-2.2%	-24.7%	-5.4%	?	?	1.0%	-10.3%	-5.2%
Cc1ccc(N=Nc2c(N)nn(-c3ccccc3)c2N)cc1	-6.2%	-9.1%	-2.3%	-0.5%	1.5%	-0.5%	?	?
CCn1cc(/C=C(\NC(=O)c2cc(OC)c(OC)c(OC)c2)C(=O)NCCCn2ccnc2)c2ccccc21	-4.2%	.	-1.2%	.	-0.3%	0.3%	.	-3.3%
Clc1ccc(/C=C\c2nccc3c2[nH]c2ccccc23)cc1	-10.6%	-45.4%	-1.0%	?	9.5%	5.9%	?	?
O=c1oc2cc(O)ccc2c2ccccc12	-0.3%	5.01µM*	-5.1%	4.4%	-3.8%	0.1%	0.1%	-16.5%
C/C(=N\NC(=O)c1ccc(-c2ccccc2)cc1)C1C(=O)c2ccccc2C1=O	4.8%[2.34 µM]	29.7%	21.2%	-2.7%	0.3%	4.5%	5.5%	-10.8%
c1coc(C2Nc3ccccc3-c3nc4ccccc4n32)c1 (stereo unspecified)	?	?	-1.3%	7.1%	-11.6%	-1.0%	-5.0%	?
CCc1ccc(C(=O)NCC2COc3ccccc3O2)o1 (stereo unspecified)	-2.9%	-19.2%[46.1 µM]	-1.1%	-3.3%	-6.4%	-2.8%	2.8%	-1.1%
COc1ccc(C(=O)N(CC2CCCO2)C(C(=O)NC2CCCC2)c2ccc(Cl)cc2)cc1OC (stereo unspecified)	2.8%	-28.4%[46.1 µM]	0.9%	10.4%	3.7%	1.5%	9.2%	-13.5%
Cc1noc(C)c1COC(=O)COc1cccc2c1OC(C)(C)C2	2.0%	-16.6%[46.1 µM]	1.4%	8.7%	1.6%	2.8%	1.6%	-1.4%
NS(=O)(=O)c1ccc(NN=C2CCCCC2)c([N+](=O)[O-])c1	3.2%	-1.1%	-3.5%[53 µM]	-0.2%	1.1%[53 µM]	-1.3%	-10.8%	-6.0%
C=CC(=O)N=c1sc2ccccc2n1-c1ccccc1	-3.9%	-16.2%	-1.0%	-4.1%	-11.3%	2.2%	0.0%	-9.9%
Cc1ccc(S(=O)(=O)N2CCCC(C(=O)N3CCCc4ccccc43)C2)cc1 (stereo unspecified)	-0.5%	?	1.7%	4.8%	-1.8%	1.0%	-1.9%	-5.4%
CCC(C)(C(=O)NC1CCCCC1)N(Cc1ccco1)C(=O)c1ccc2c(c1)OCO2 (stereo unspecified)	6.4%	?	-2.5%	-1.0%	-6.5%	-1.0%	5.2%	2.8%
O=C(COC(=O)c1cc[n+]([O-])cc1)Nc1ccccc1Cl	3.4%	26.9%	1.4%	3.5%	7.0%	2.1%	2.0%	10.0%
COc1cc(C)c(NC(=O)C(=S)NCCc2ccccc2)cc1C	-7.0%	-10.6%	-0.2%	-0.7%	-7.1%	1.1%	-6.1%	-16.5%
Cc1ccc(CSc2nnc3ccc(-c4ccncc4)nn23)cc1	?	-5.0%	-2.2%	-2.0%	3.7%	-1.4%	-11.4%	-12.0%
O=C(c1ccccc1[N+](=O)[O-])N1CC2C3C=CC(C3)C2C1 (stereo unspecified)	0.6%	10.4%	-1.3%	-2.0%	-2.3%	1.1%	-0.1%	-0.4%
Cc1cc(SCC(=O)Nc2ccccc2C)nc(C)n1	2.9%	-0.3%[46.1 µM]	0.8%	8.2%	4.0%	-1.2%	3.4%	2.2%
O=C(C1CC1)n1cc(C(=S)N2CCOCC2)c2ccccc21	-11.6%	2.0%[46.1 µM]	-0.3%	-1.4%	-23.7%	0.0%	5.7%	-12.1%

Some of the entries above, set out differently.
smiles,Tau fibril FP,NPSR antag,TR SRC2 fluor cs,aGal spleen mod,TRb-SRC2 inh,Epigenetic derep,CBFb-RUNX1 inh,Tau fluor cs
CC(C)CCn1nc(C(=O)Nc2nc3c(s2)CCCC3)c2ccccc2c1=O,7.7%,-56.9%,1.5%,1.0%,-6.0%,-1.1%,-7.7%,1.5%
COc1ccccc1N1CCN(C(c2cccs2)C(C)NC(=O)c2cccs2)CC1 (stereo unspecified),-2.2%,-24.7%,-5.4%,?,?,1.0%,-10.3%,-5.2%
Cc1ccc(N=Nc2c(N)nn(-c3ccccc3)c2N)cc1,-6.2%,-9.1%,-2.3%,-0.5%,1.5%,-0.5%,?,?
CCn1cc(/C=C(\NC(=O)c2cc(OC)c(OC)c(OC)c2)C(=O)NCCCn2ccnc2)c2ccccc21,-4.2%,.,-1.2%,.,-0.3%,0.3%,.,-3.3%

Continuation.
SMILES	Tau fibril FP	NPSR antag	TR SRC2 fluor cs	aGal spleen mod	TRb-SRC2 inh	Epigenetic derep	CBFb-RUNX1 inh	Tau fluor cs
CCC(=O)Nc1cccc(NC(=O)c2ccc3c(c2)OCCO3)c1	-5.6%	-14.6%[46.1 µM]	-7.5%	-2.4%	0.3%	0.8%	?	-11.3%
N#CC1=C2SCN(C3CCCCC3)CN2C(=O)CC1c1ccc(Cl)cc1 (stereo unspecified)	?	.	-1.2%	.	-1.5%	-0.7%	.	-23.6%
CCOc1ccc(NC(=O)CCC(=O)NNS(=O)(=O)c2ccccc2[N+](=O)[O-])cc1	7.4%	-2.4%	-6.6%	-6.3%	5.2%	6.4%	4.2%	-12.2%
COc1cccc(CN(C)Cc2nc(Cc3ccccc3Cl)no2)c1	-6.2%	18.8%	0.0%	-9.9%	1.6%	-1.4%	27.9%	-15.0%
O=C(O)C1CSC2(c3ccc(F)cc3)CCC(=O)N12 (stereo unspecified)	0.1%	15.3%	0.9%	2.5%	2.0%	-2.0%	-8.6%	0.1%
O=C(Cn1cc2c(n1)CCCCC2)NC1CCN(Cc2ccccc2)CC1	-3.2%	6.0%[46.1 µM]	3.4%	-1.4%	4.0%	-1.3%	-1.7%	-3.2%
Cc1ccc(C)c(Cn2nnc3c(=O)[nH]c(C(=O)NCC4CCCO4)nc32)c1 (stereo unspecified)	13.0%	-6.4%[46.1 µM]	-0.9%	3.9%	-0.9%	-2.0%	-2.5%	8.4%
CCOc1ccc(C(C)(C)C)cc1S(=O)(=O)N1CCOCC1	-4.6%	-18.0%[46.1 µM]	2.1%	-4.6%	9.3%	0.0%	7.7%	-6.2%
COc1ccccc1/C=N/NC(=O)Cn1cnc([N+](=O)[O-])n1	-8.9%	25.5%	0.2%	-0.8%	-5.4%	-0.9%	5.1%	-5.1%
CCOC(=O)Cc1nnc(NC(=O)c2ccco2)s1	-4.1%	4.8%[46.1 µM]	-2.1%	3.3%	-3.2%	0.7%	4.6%	2.6%
COc1ccc(OCCCn2c(=O)oc3ccccc32)cc1	?	?	-2.9%	-5.1%	4.2%	4.9%	6.2%	-17.2%
Cc1nn2c3ccccc3n(C)c2nc1=O	-4.6%	7.1%	1.2%	2.0%	-2.0%	-1.0%	-1.0%	4.5%
O=C(Cn1c(=O)oc2cc(S(=O)(=O)N3CCCC3)ccc21)N1CCN(c2ccccc2)CC1	2.6%	-23.8%[46.1 µM]	-8.4%	1.6%	-7.0%	5.0%	-3.2%	-14.1%
COc1ccccc1NC(=O)N(CCN(C)C)Cc1cc2cc(C)ccc2[nH]c1=O	2.6%	-6.0%[46.1 µM]	-3.0%	-11.6%	-2.7%	-1.0%	0.8%	-6.8%
NC(=O)NC(=O)COC(=O)[C@H](Cc1ccccc1)NC(=O)c1cccs1	-7.8%	5.1%	-5.1%	?	3.4%	2.9%	-5.4%	0.9%
N#Cc1ccccc1NC(=O)C(=O)NCC(c1ccc2c(c1)OCO2)N1CCN(c2ccccc2)CC1 (stereo unspecified)	4.0%	.	-1.8%	.	5.4%	1.1%	.	-22.8%
O=C(NC1CCCC1)C(c1cccnc1)N(C(=O)c1csnn1)C1CCCC1 (stereo unspecified)	4.4%	-5.9%[46.1 µM]	0.3%	2.5%	-0.4%	0.0%	1.6%	4.7%
CCN=C1NN=C(c2cc(C)n(CCc3ccccc3)c2C)CS1	-11.9%	-44.5%	-0.2%	0.1%	-0.6%	0.4%	-14.1%	-18.3%
CCOCCCNC(=O)c1ccc(Cn2c(=O)[nH]c3ccsc3c2=O)cc1	6.1%	1.7%	0.8%	1.6%	5.7%	0.9%	-0.3%	-2.2%
Cc1cccc(NC(=O)c2ccc(S(=O)(=O)N(C)C)cc2)c1	-0.9%	-0.6%[46.1 µM]	-1.5%	-7.1%	3.7%	0.0%	11.4%	-1.3%
Clc1nssc1=Nc1ccccc1	39.8µM*	-13.8%	0.7%	9.6%	-3.3%	12.1%	-20.5%	-22.7%
CC(NC(=O)CCN1C(=O)c2ccccc2C1=O)c1ccc2c(c1)CCCC2 (stereo unspecified)	-0.8%	-21.6%	1.7%	-15.1%	-2.8%	0.2%	2.2%	-20.5%
CCOCC(=O)Nc1cccc(-c2nc3cccnc3s2)c1C	-3.1%	11.0%	-3.2%	7.9%	-4.5%	-0.1%	6.8%	-5.7%
CCCSCCCNC(=O)c1cc2n(n1)CCCN(Cc1ccc(C)cc1)C2=O	0.8%	.	0.3%	.	1.4%	?	.	6.0%
COC(=O)c1ccccc1NC(=O)Cn1nc(C(F)(F)F)c2c1CCC2	-7.0%	-15.7%[46.1 µM]	-1.5%	5.0%	-2.2%	-1.4%	19.4%	-24.8%

Some of the compounds tested, so the mix of outcomes need not match the whole.
